Screening data as filed in PubChem.
DENV2 CPE: protects cells from dengue virus 2 cytopathic effect. DENV2-infected cells, cytopathic effect rescue, plate reader. CPE inhibition, % at 9.99 µM. 1.7% of 350,000 active. AID 651640; in the data active = CPE inhibition above about 20%, passing the limit was not always enough; inconclusive = no clear call, values can overlap the other calls; tested in BHK-21 cells;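 note: 0% = median of neutral control wells and 100% = median of positive control wells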
PglD inh: inhibitors of Campylobacter jejuni PglD acetyltransferase | inhibition, % at 12.5 µM | 0.098% of 360,000 active | purified PglD enzyme, DTNB colorimetric CoA detection | AID 602405; in the data active = inhibition above about 16%, passing the limit was not always enough; inconclusive = no clear call, values can overlap the other calls; note: strong numbers were not always called active
Statin myotox sup: suppression of simvastatin myotoxicity | C2C12 myotubes + simvastatin, ATP luminescence, 48 h; scaled: DMSO 0, geranylgeraniol control 100 | rescue of ATP level, % at 7.49 µM | 0.78% of 330,000 active;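 active = mean ATP rescue above about 67%, or every replicate alone reaching that limit, limit read from the data, passing the limit was not always enough; inconclusive = no clear call, values can overlap the other calls; inactive = mean under the limit and some replicate under it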;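 note: myotubes were challenged with 10 µM simvastatin during compound exposure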
E-sel inducer: induces E-selectin expression in human endothelial cells. activation, % at 7.58 µM. HUVEC E-selectin immunofluorescence imaging; normalized: neutral wells 0, TNF-alpha wells 100. P16581. 0.37% of 260,000 active;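 active = mean E-selectin-positive cell signal at least 10% of the positive control, reached in at least 60% of replicates, without over 20% cell loss; inconclusive = no rule given, readout overlaps actives, possibly toxicity-flagged; inactive = the rest, including those meeting only one limit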;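 note: in these data hits start at about 27%; measured in HUVEC primary endothelial cells; signal is the percent of cells scored E-selectin positive by PE staining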
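Assay system: HUVEC, human umbilical vein endothelial cells / Amount: 3,000 HUVEC/well / Controls: TNF-alpha positive control, DMSO neutral control / Compound dosing: single concentration / Medium: EGM-2 over gelatin coat / Evaluation: percent E-selectin-positive cells / Signal: immunofluorescence imaging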
ERp5 inh: ERp5 (human) disulfide isomerase inhibition. Q15084. ERp5 insulin aggregation, absorbance 650 nm, 90 min. inhibition, % at 9.99 µM. 0.05% of 350,000 active. AID 651711;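 active = mean replicate inhibition above about 25%, with every replicate also reaching it, limit read from the data, passing the limit was not always enough; inconclusive = only one of those two criteria met; inactive = neither criterion met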
Target sequence (Q15084 whole entry, looked up): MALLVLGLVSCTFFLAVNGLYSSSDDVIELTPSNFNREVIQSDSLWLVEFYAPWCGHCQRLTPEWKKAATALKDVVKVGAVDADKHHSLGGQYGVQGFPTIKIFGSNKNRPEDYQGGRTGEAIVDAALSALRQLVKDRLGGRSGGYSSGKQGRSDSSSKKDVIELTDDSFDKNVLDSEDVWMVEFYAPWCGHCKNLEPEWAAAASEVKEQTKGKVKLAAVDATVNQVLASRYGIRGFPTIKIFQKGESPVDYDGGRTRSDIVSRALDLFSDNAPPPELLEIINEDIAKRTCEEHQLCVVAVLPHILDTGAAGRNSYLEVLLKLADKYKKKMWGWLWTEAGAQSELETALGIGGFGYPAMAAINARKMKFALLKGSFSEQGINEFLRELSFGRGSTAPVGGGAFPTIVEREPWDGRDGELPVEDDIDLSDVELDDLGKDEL
SIRT5 block: sirtuin-5 (human) deacylase inhibition; Q9NXA8; Purified SirT5, succinyl-peptide AMC, trypsin-coupled fluorescence; inhibition, % at 15 µM; 1.1% of 330,000 active; in the data active = inhibition above about 15%; inconclusive = no clear call, values can overlap the other calls
Target sequence (Q9NXA8 whole entry, looked up): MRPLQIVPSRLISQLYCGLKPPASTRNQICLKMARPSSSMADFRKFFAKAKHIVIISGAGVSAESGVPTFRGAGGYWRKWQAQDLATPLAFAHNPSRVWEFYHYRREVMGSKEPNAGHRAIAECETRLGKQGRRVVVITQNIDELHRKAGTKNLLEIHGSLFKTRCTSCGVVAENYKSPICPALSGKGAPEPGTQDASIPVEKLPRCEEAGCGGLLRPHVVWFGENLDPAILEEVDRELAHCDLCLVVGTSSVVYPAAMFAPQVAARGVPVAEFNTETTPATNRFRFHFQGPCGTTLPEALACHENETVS
S100A4 MyoIIA: S100A4-myosin IIA interaction inhibition. S100A4/TAMRA-MyoIIA peptide fluorescence polarization. inhibition, % at 10.7 µM. 0.14% of 360,000 active;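 active = mean inhibition of at least 70% across replicates, with every replicate also reaching that level; inconclusive = mean inhibition reaches 70% but some replicates fall short; inactive = mean inhibition below 70%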
Target sequence (P26447 whole entry, looked up): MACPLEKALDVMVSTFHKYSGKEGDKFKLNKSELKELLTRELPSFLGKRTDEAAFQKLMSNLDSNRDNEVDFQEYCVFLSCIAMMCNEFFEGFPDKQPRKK
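Compound dosing: one dose per compound; test system: human S100A4 monomer with TAMRA-labelled myosin IIA peptide; probe or stimulus: TAMRA-labelled myosin IIA heavy-chain peptide probe, 5 nM; medium: HEPES buffer with Ca2+, pH 7.2; schedule: 5 min incubation before reading; benchmarks: neutral control DMSO, positive control TFP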
* marks the source's active call; other numbers are inactive results; ? = inconclusive; . = no result given; & = joins results of further samples; ! = not active in a repeat. Some of the compounds tested. The share of hits here may be higher or lower than overall.

Preview, 12 compounds:
(1) Nc1nc(SCc2ccccc2[N+](=O)[O-])c2ncn(Cc3ccccc3)c2n1
(2) CC1CCCCC1NC(=O)COC(=O)CNC(=O)c1cccc(F)c1 (stereo not given)
(3) Cn1c2ccccc2c(=O)c2c(=O)n(C3CCCCCC3)c(C3CCCCC3)nc21
(4) Cn1cc(S(=O)(=O)CC(=O)Nc2ccc3c(c2)OCO3)c2ccccc21
(5) COc1cc2c(c(OC)c1OC)-c1ccc(N(C)CC(OC)OC)c(=O)cc1[C@@H](NC(C)=O)CC2
(6) C/C(=N/NC(=O)CNC(=O)c1cccs1)c1ccc(Cl)cc1
(7) CC1(C(=O)NCc2ccc3c(c2)OCO3)CCN1C(=O)Cc1cccc2ccccc12 (stereo not given)
(8) Nc1ccc(N=Nc2ccccc2)c(N)n1
(9) C[C@@H]1CCCCO[C@@H](CN(C)S(=O)(=O)c2ccccc2)[C@H](C)CN([C@@H](C)CO)C(=O)c2cc(NC(=O)c3ccccc3)ccc2O1
(10) CCOC(=O)C1=C(C)NC(C)=C(C(=O)OCC)C1C(=O)OCC(=O)Nc1ccc(NC(C)=O)cc1
(11) COc1ccc(N/N=C(\C#N)C(N)=O)cc1
(12) Cc1cc(Nc2ccc(C)c(Cl)c2)nc(N2CCOCC2)n1

Assay by compound	1	2	3	4	5	6	7	8	9	10	11	12
DENV2 CPE	-4	1	-3	1	-2	1	5	0	?	-1	3	-3
PglD inh	-2	.	-6	.	.	2	1	4	1	3	.	-3
Statin myotox sup	4	.	.	24	.	4	8	-7	.	-2	.	.
E-sel inducer	-0.1	3.7	.	.	0.3	.	-0.6	0.4	.	-2.9	.	.
ERp5 inh	0	-1	1	0	5	19	-2	-1	3	10	3	4
SIRT5 block	3	-3	-1	-2	-3	-3	-2	5	1	-4	-5	-4
S100A4 MyoIIA	-7	2	0	-3	-16	-1	5	-10	-39	-1	-3	-7

The list itself, repeating the preview:
(1) Nc1nc(SCc2ccccc2[N+](=O)[O-])c2ncn(Cc3ccccc3)c2n1
(2) CC1CCCCC1NC(=O)COC(=O)CNC(=O)c1cccc(F)c1 (stereo not given)
(3) Cn1c2ccccc2c(=O)c2c(=O)n(C3CCCCCC3)c(C3CCCCC3)nc21
(4) Cn1cc(S(=O)(=O)CC(=O)Nc2ccc3c(c2)OCO3)c2ccccc21
(5) COc1cc2c(c(OC)c1OC)-c1ccc(N(C)CC(OC)OC)c(=O)cc1[C@@H](NC(C)=O)CC2
(6) C/C(=N/NC(=O)CNC(=O)c1cccs1)c1ccc(Cl)cc1
(7) CC1(C(=O)NCc2ccc3c(c2)OCO3)CCN1C(=O)Cc1cccc2ccccc12 (stereo not given)
(8) Nc1ccc(N=Nc2ccccc2)c(N)n1
(9) C[C@@H]1CCCCO[C@@H](CN(C)S(=O)(=O)c2ccccc2)[C@H](C)CN([C@@H](C)CO)C(=O)c2cc(NC(=O)c3ccccc3)ccc2O1
(10) CCOC(=O)C1=C(C)NC(C)=C(C(=O)OCC)C1C(=O)OCC(=O)Nc1ccc(NC(C)=O)cc1

Assay by compound	1	2	3	4	5	6	7	8	9	10
DENV2 CPE	-4	1	-3	1	-2	1	5	0	?	-1
PglD inh	-2	.	-6	.	.	2	1	4	1	3
Statin myotox sup	4	.	.	24	.	4	8	-7	.	-2
E-sel inducer	-0.1	3.7	.	.	0.3	.	-0.6	0.4	.	-2.9
ERp5 inh	0	-1	1	0	5	19	-2	-1	3	10
SIRT5 block	3	-3	-1	-2	-3	-3	-2	5	1	-4
S100A4 MyoIIA	-7	2	0	-3	-16	-1	5	-10	-39	-1

(11) COc1ccc(N/N=C(\C#N)C(N)=O)cc1
(12) Cc1cc(Nc2ccc(C)c(Cl)c2)nc(N2CCOCC2)n1
(13) O=C(CN1CCOCC1)N1CC(=O)N2[C@H](C1)[C@H](c1ccc(-c3cccc(F)c3)cc1)[C@@H]2CO
(14) CCCCNC(=O)c1cc2cc(OC)ccc2[nH]1
(15) COc1cccc(N2CCN(C(=O)c3ccc(CS(=O)Cc4ccc(C)cc4)o3)CC2)c1 (stereo not given)
(16) NC1=NC(=O)C(=Cc2ccccc2)S1
(17) N/C(=N\NC(=O)Nc1ccccc1)c1ccccn1
(18) CCC(=O)Nc1ccc2c(c1)C(=O)N(C)[C@H]1CC[C@H](CC(=O)Nc3ccc(C(C)C)cc3)O[C@@H]1CO2
(19) COc1ccccc1CN(Cc1cccnc1)S(=O)(=O)c1ccc(-n2cnnn2)c(OC)c1
(20) C=CCN(C(=O)c1csnn1)C(C(=O)NC1CCCCC1)c1ccccc1F (stereo not given)

Assay by compound	11	12	13	14	15	16	17	18	19	20
DENV2 CPE	3	-3	-4	-6	-5	30*	8	-5	4	11
PglD inh	.	-3	.	6	-4	.	-1	1	-3	6
Statin myotox sup	.	.	.	2	9	.	.	-12	-4	-8
E-sel inducer	.	.	0.1	.	-0.9	0.0	0.4	0.1	.	0.1
ERp5 inh	3	4	2	7	15	-4	-1	-13	-4	-3
SIRT5 block	-5	-4	2	0	-1	.	0	-5	-3	0
S100A4 MyoIIA	-3	-7	2	4	-3	-2	-5	8	3	1

(21) c1ccc(-c2nn3cnnc3c3ccccc23)cc1
(22) CC(C)(C)C(=O)OCc1nc(-c2ccc(F)cc2)cs1
(23) CO[C@@H]1CC[C@H]2CCN(C)C(=O)C[C@@H](c3ccccc3)CN(C)C(=O)c3cccc(C#N)c3OC[C@@H]1O2
(24) COc1ccc2c3c([nH]c2c1)[C@H](CO)N(Cc1ccccc1F)CC31CCN(C(=O)C2CCC2)CC1
(25) COc1ccccc1OCCSc1nc2ccccc2n1CC(N)=O
(26) COc1ccc(CCNC(=O)c2ccccc2OCc2ccccc2)cc1
(27) CCn1c(N2CCN(S(=O)(=O)c3ccccc3)CC2)nc2ccccc21
(28) COCCn1c(SCC(=O)N(C)c2c(N)n(Cc3ccccc3)c(=O)[nH]c2=O)nnc1-c1cccc(C)c1
(29) Cc1cccc(S(=O)(=O)N(C)C[C@H]2OCc3cn(nn3)CCCC(=O)N([C@@H](C)CO)C[C@@H]2C)c1
(30) COc1ccc(S(=O)(=O)Nc2ccc3c(c2)C(=O)N([C@H](C)CO)C[C@H](C)[C@H](CN(C)S(=O)(=O)c2c(C)noc2C)O3)cc1

Assay by compound	21	22	23	24	25	26	27	28	29	30
DENV2 CPE	.	-3	-1	11	-6	2	-2	-6	47*!	-2
PglD inh	.	-1	3	.	-9	0	-10	-2	0&1&1	-1
Statin myotox sup	.	8	-17	.	2	-37	-7	-5	3&24&0	13
E-sel inducer	.	0.0	0.2	-0.7	?	0.0	.	0.0	0.1&-0.1	-0.2
ERp5 inh	-1	4	8	-4	5	-51	-1	-1	3&1&-6	-2
SIRT5 block	-1	-1	-1	0	-1	-1	1	4	-2&0&-2	-3
S100A4 MyoIIA	-1	-1	-40	-2	-1	-1	3	1	4&1&-1	-9

(31) CC(=O)c1ccc(NC(=O)CSc2nnc3ccc(-c4ccccn4)nn23)cc1
(32) Cc1ccc(S(=O)(=O)N2CCOCC2)cc1NC(=O)CSc1ncccn1
(33) CCNc1nc(NCC)nc(N/N=C/c2ccc(Br)cc2)n1
(34) C[C@H]1CCCCO[C@H](CN(C)S(C)(=O)=O)[C@@H](C)CN([C@@H](C)CO)C(=O)c2cc(NS(C)(=O)=O)ccc2O1
(35) CC1(C(=O)NS(=O)(=O)c2ccccc2Cl)CCN1C(=O)C1(c2ccc(Cl)cc2)CC1 (stereo not given)
(36) CCOC(=O)c1sc(/S(C)=N\S(=O)(=O)c2cccc(Cl)c2)c2c1CCC=C2 (stereo not given)
(37) Cc1ccc(-n2nnnc2SCC(=O)c2c(N)n(C3CC3)c(=O)[nH]c2=O)c(C)c1
(38) COCCNC(=S)Nc1ccc(N2CCCCC2)cc1
(39) C/C=C/c1ccc([C@@H]2[C@H](CO)N3CCCCN(S(=O)(=O)c4cccc(C)c4)C[C@@H]23)cc1
(40) O=C(Nc1cc(F)ccc1F)N1CCCCN2[C@@H](CO)[C@H](c3ccc(-c4cccnc4)cc3)[C@@H]2C1

Assay by compound	31	32	33	34	35	36	37	38	39	40
DENV2 CPE	-3	4	-3	?	-7	-1	-4	7	-9	.
PglD inh	-1	.	.	-3	0	.	2	1	8	7
Statin myotox sup	-11	.	.	.	8	-8	-7	8	-18	-15
E-sel inducer	.	-0.4	.	0.1	0.0	0.0	.	.	-0.4	-0.1
ERp5 inh	14	3	5	.	-2	-3	-8	-5	5	.
SIRT5 block	-3	-2	1	.	2	1	-5	-1	0	.
S100A4 MyoIIA	0	0	-5	.	1	-5	-4	2	0	.

(41) CN(C1CCCCC1)S(=O)(=O)c1ccc(SCC(=O)C(C)(C)C)nc1
(42) COCC1CCCN(Cc2cn[nH]c2-c2cc3ccccc3o2)C1 (stereo not given)
(43) S=c1[nH]nc(-c2cc(-c3ccccc3)n[nH]2)n1/N=C/C=C/c1ccco1
(44) C[C@H]1CN([C@@H](C)CO)C(=O)c2cc(NC(=O)Nc3cccc4ccccc34)ccc2O[C@H]1CN(C)S(=O)(=O)c1ccccc1
(45) O=[N+]([O-])c1ccc(CS(=O)Cc2ccccc2)cc1 (stereo not given)
(46) CCOc1ccc2[nH]c3c(NCCOC)ncnc3c2c1
(47) CN(C)CCCNC(=O)C[C@H]1C[C@H](C(=O)N2CCCCC2)[C@@]2(C)c3[nH]c4cc(-c5ccco5)ccc4c3CCN2C1=O
(48) Cc1ccc(-c2nonc2NC(=O)c2ccco2)cc1
(49) O=C(c1ccco1)N1CCN(C(=O)c2cc3ccccc3oc2=O)CC1
(50) Cc1ccc(S(=O)(=O)N2CC[C@@H]3[C@H](CO)Nc4ccc(C#Cc5ccccc5F)cc4[C@@H]32)cc1

Assay by compound	41	42	43	44	45	46	47	48	49	50
DENV2 CPE	-3	-2	-2	-3	4	3	13	0	?	.
PglD inh	-3	-1	-5	0	.	.	5	12	0	1
Statin myotox sup	0	4	.	43	.	-17	2	-16	8	-32
E-sel inducer	-0.3	.	.	0.8	-0.5	0.3	-1.6	.	-0.2	0.9
ERp5 inh	-6	2	.	-1	-3	-2	5	1	0	.
SIRT5 block	3	-6	-1	4	8	-17	-8	-2	4	.
S100A4 MyoIIA	-2	-10	-4	-8	4	-3	4	-12	1	.

Next section; it opens with the 2 that closed the last part.
(49) O=C(c1ccco1)N1CCN(C(=O)c2cc3ccccc3oc2=O)CC1
(50) Cc1ccc(S(=O)(=O)N2CC[C@@H]3[C@H](CO)Nc4ccc(C#Cc5ccccc5F)cc4[C@@H]32)cc1
(51) NNC(=O)CCC(=O)Nc1ccccc1
(52) O=C(C[C@H]1C=C[C@H](NC(=O)Nc2ccccc2F)[C@@H](CO)O1)NCc1ccc(-c2ccccc2)cc1
(53) COc1ccc(F)cc1C(=O)C1CCCN(Cc2cccn2-c2cccnc2)C1 (stereo not given)
(54) CN(C)CCNC(=O)C(=O)Nc1ccc2c(c1)N(S(=O)(=O)c1cccs1)CCC2
(55) COCC(=O)N(C)C[C@H]1Oc2cc(C3=CCCCC3)ccc2S(=O)(=O)N([C@@H](C)CO)C[C@H]1C

Assay by compound	49	50	51	52	53	54	55
DENV2 CPE	?	.	.	-10&1	5	-3	-4
PglD inh	0	1	.	1	.	.	1
Statin myotox sup	8	-32	.	-8	10	-114	-6
E-sel inducer	-0.2	0.9	.	8.4&0.4	-0.1	.	-0.3
ERp5 inh	0	.	5	0&4	-6	-2	3
SIRT5 block	4	.	4	-2	-2	2	2
S100A4 MyoIIA	1	.	-7	27&10	6	2	-6
